# High-throughput results from PubChem BioAssay.
# SW480 rereplic: DNA re-replication induction in SW480 cells; AID 624297; 340,000 tested, 1.8% active; SW480 DNA re-replication, Hoechst DNA content imaging, 48 h; Potency, µM (highest dose often 46.1 µM), for the others: top-dose re-replication activation, usual class: activators; note: potency is the fitted concentration of half-maximal effect; % of control where 0% means no effect; nearly all actives have a fitted effect of over 55% in size
#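 Image-based DNA-content assay: after two days of treatment, nuclei were labelled with the DNA dye Hoechst and imaged, and hits were compounds raising the count of nuclei showing high fluorescence intensity.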
# HT1080 IDH1KD tx: toxicity to HT-1080 IDH1 knockdown cells (counter line); AID 686971; Potency, µM (series often up to 46.1 µM), for the others: at the highest dose activity, negative = toxicity, actives largely listed as cytotoxic; HT-1080 IDH1 knockdown viability, ATP luminescence, 48 h; 360,000 tested, 2% active;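 note: potency is the fitted concentration of half-maximal effect; 0% = DMSO wells and -100% = cell-free medium wells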
#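 % activity derives from luminescence (CellTiter-Glo), normalised to DMSO and no-cell wells. HT-1080-IDH1KD cells, 750/well, had 48 h compound exposure at 37 °C.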
# KB-3-1 tox: kills parental KB-3-1 adenocarcinoma cells; KB-3-1 viability, CellTiter-Glo ATP luminescence, 72 h; Potency, µM (series often up to 46.1 µM), without a hit: top-dose activity change, negative = cytotoxic, hits mostly cytotoxic; 400,000 tested, 1.4% active; AID 1347075; note: potency is the fitted concentration of half-maximal effect; % is set by controls: 0 for no effect and ±100 for the full control effect; nearly all actives have a fitted effect of over 60% in size
#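 Parental KB-3-1 adenocarcinoma cells in phenol-red-free DMEM with 10% FBS were pin-treated with compounds at several concentrations, incubated 72 h at 37 °C, and viability read by CellTiter-Glo luminescence; concentration-effect curves were fitted after normalization.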
# MCF10A rerep: induces DNA re-replication in MCF 10a normal breast cells | MCF 10A DNA re-replication, Hoechst nuclear intensity, 48 h | Potency, µM (titrated, usually from 46.1 µM), for the others: at the top dose activity, positive = re-replication, hits mostly activators | 350,000 tested, 2.9% active; note: potency is the fitted concentration of half-maximal effect; % of control where 0% means no effect; nearly all actives have a fitted effect of over 50% in size
# KB-V1 cytotox: KB-V1 MDR subline cytotoxicity; Potency, µM (top dose mostly 46.1 µM), without a hit: top-dose activity change, negative = cytotoxicity, most hits filed as cytotoxic; KB-V1 MDR cells viability, CellTiter-Glo, 72 h; 400,000 tested, 3.4% active; AID 1347076; note: potency is the fitted concentration of half-maximal effect; % is set by controls: 0 for no effect and ±100 for the full control effect; nearly all actives have a fitted effect of over 60% in size
#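 Drug-selected KB-V1 cells, grown in DMEM lacking phenol red with 10% FBS, receive compound titrations; after three days at 37 degrees C, surviving cell ATP is quantified by CellTiter-Glo luminescence and responses normalized and curve-fitted.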
# HEK293 tox: cytotoxicity in counter-screen for GLP-1R inverse agonists; 410,000 tested, 0.13% active; AID 624418; HEK293 cAMP-luciferase reporter cells, luminescence, 24 h; Potency, µM (series often up to 38.3 µM), inactives show at the highest dose activity change, negative = inhibition, most hits filed as inhibitors;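 note: loss of luciferase light is scored as toxicity; potency is the fitted concentration of half-maximal effect; % is set by controls: 0 for no effect and ±100 for the full control effect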
#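 Luminescence readout: signal drop marks cytotoxicity. Plated cells grew 12 h at 37 °C, 5% CO2, received 23 nL compound for 24 h, then got luciferase reagent, read after 12 min at RT.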
# D3 ag: D3 dopamine receptor (human) agonism | P35462 | D3R DiscoveRx beta-arrestin cells, luminescence, 90 min | max activation, % | 410,000 tested, 0.58% active | AID 652048; in the data active = max activation above about 30%; note: 0% is about no effect; mostly tested at two doses, the higher about 12 µM
# Target sequence (P35462 whole entry, looked up): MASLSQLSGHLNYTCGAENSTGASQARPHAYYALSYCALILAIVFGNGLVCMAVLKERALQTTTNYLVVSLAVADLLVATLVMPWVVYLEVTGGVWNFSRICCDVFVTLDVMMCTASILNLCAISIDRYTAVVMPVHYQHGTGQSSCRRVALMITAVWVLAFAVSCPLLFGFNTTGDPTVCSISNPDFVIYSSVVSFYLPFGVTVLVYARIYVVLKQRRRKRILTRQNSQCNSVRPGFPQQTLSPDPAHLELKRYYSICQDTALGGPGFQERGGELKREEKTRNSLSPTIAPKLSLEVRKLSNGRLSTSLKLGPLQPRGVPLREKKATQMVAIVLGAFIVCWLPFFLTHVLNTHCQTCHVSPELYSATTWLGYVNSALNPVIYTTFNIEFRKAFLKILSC
#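 Agonist mode: compounds and dopamine controls were applied to plated cells for 90 min at 37 degrees C after an overnight attachment at 1500 cells/well. Luminescent read-out followed 30 - 60 minutes at room temperature with DiscoveRx detection reagent.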
# HT1080NT lethal: kills 2HG-producing HT-1080-NT fibrosarcoma cells. HT-1080-NT fibrosarcoma viability, CellTiter-Glo ATP luminescence, 48 h. Potency, µM (doses to about 46.1 µM), for inactives: top-dose activity, negative = less viability, hits mostly cytotoxic. 360,000 tested, 1.6% active. AID 686970;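 note: NT is the 2HG producing partner of a matched IDH1 knockdown line; potency is the fitted concentration of half-maximal effect; 0% = DMSO-treated cells and -100% = media-only wells without cells; nearly all actives have a fitted effect of over 55% in size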
#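 Viability by CellTiter-Glo luminescence after 48 h compound exposure at 37C of HT-1080-NT cells (750/well, RPMI, 5% FBS). % activity scaled between DMSO wells and medium-only wells, then curve-fitted and categorized by curve class.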
# IL1B secr inh: inflammasome signaling inhibition, IL-1 beta readout. THP-1 LPS/ATP IL-1B secretion, AlphaLISA, 16 h; active compounds read low. activity change, % at 57.5 µM. 360,000 tested, 4.7% active. AID 743279; in the data active = activity change below about -50%; inconclusive = mostly about -30% to -49%; note: % is set by controls: 0 for no effect and ±100 for the full control effect
#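 THP-1 cells pretreated 1 hr with compounds (up to 57.5 uM final), then stimulated with LPS (250 ng/mL final) plus ATP (1.25 mM final); secreted IL-1B measured by AlphaLISA after 16 hr, decreased signal indicating inhibition.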
# Active calls of the source: *; ? = inconclusive; . = no result given; & = joins results of further samples; [ ] = remark or other dose. Unless noted, calls come from the whole dose curve; as a rule, active = well fitted curve in the direction sought with a large enough effect; inconclusive = small, poorly fitted or top-dose-only effect, or another doubt; inactive = no such curve, though single readings can be large; an effect the other way counts as inactive or inconclusive. Random draw from the library, and some 11% of all compounds hit somewhere here.
# Results follow in this order: SW480 rereplic | HT1080 IDH1KD tx | KB-3-1 tox | MCF10A rerep | KB-V1 cytotox | HEK293 tox | D3 ag | HT1080NT lethal | IL1B secr inh
(1) Cc1ccc([N+](=O)[O-])cc1S(=O)(=O)Nc1ccc(C(=O)NCC2CCCO2)cc1 (stereo not drawn)
  -7% | -1% | -13% | -2% | -13% | -13% | -30 | 6% | 31
(2) Cc1cc(C(=O)Nc2c(F)cc(F)cc2Br)c(C)o1
  -2% | -4% | 1% | -2% | ? | 7% | 9 | 1% | -14
(3) Cc1ccc(O)c(C(=O)c2cnn(C(=O)COc3ccc(Cl)cc3)c2)c1
  -4% | 15% | 2% | 0% | 1% | 3% | -2 | 7% | 9
(4) Cc1cccc(N2C(=O)N3[C@H]4c5ccccc5OC[C@@H]4[C@@H](c4ccccc4)[C@@]3(C)C2=O)c1
  -12% | 1% | 3% | 2% | 6% | 1% | 5 | 0% | 8
(5) Cc1ccc(-n2c(-c3cccc(C)c3)nc3c(cnn3-c3ccccc3)c2=O)cc1
  . | . | ? | . | -31% | 1% | 2 | . | .
(6) CCCN1CCN(c2ncnc3sc(C(=O)Nc4ccc(C(C)C)cc4)c(C)c23)CC1
  . | . | -3% | . | 14% | -13% | -7 | . | .
(7) Cc1ccc(CS(=O)(=O)c2nc3c(c(N(C)C)n2)CCCC3)cc1
  1% | -21% | ? | 5% | ? | -4% | 0 | -11% | -79*
(8) Cc1c(C(=O)N(C)CCOc2ccccc2)oc2c(Cl)cccc12
  0% | 12% | -2% | ? | 21µM* | 0% | 1 | 3% | 4
(9) O=C(NCc1nnc(SCc2ccc(F)cc2)n1-c1ccc(F)cc1)C12CC3CC(CC(C3)C1)C2
  0% | ? | 23µM* | 9% | ? | ? | -5 | ? | ?
(10) C[C@@H]1Cn2cnc(C(=O)N[C@@H](C)c3ccccc3)c2C(=O)N1
  . | 3% | 16% | . | 21% | 0% | 6 | 4% | 15
(11) COc1ccc(NC(=O)CSCC(=O)NC2(C)CCS(=O)(=O)C2)cc1 (stereo not drawn)
  -2% | 3% | 0% | -1% | 1% | -2% | -4 | 4% | 17
(12) COc1ccc(-c2noc(N3CCC(C(=O)NCc4ccc(F)cc4)CC3)n2)cc1
  2% | 3% | 0% | 11% | -10% | -9% | -3 | 12% | 26
(13) Cc1cc2occ(CC(=O)N(C)CC(=O)Nc3cccc(F)c3)c2cc1C
  ? | -1% | 6% | -1% | -6% | -17% | -3 | -5% | 14
(14) CCCCNC(=O)c1cc2c(=O)n3cccc(C)c3nc2s1
  ? | 17% | 5%&-8% | ? | -25%&-2% | 14%&10% | -4&-25 | 19% | 9
(15) Nc1nc(SCC(=O)N2CCOCC2)n[nH]1
  -2% | 0% | 6% | 0% | 6% | 1% | -9 | 13% | 0

# Looked up one by one from the list above, 2 records:
# Results follow in this order: SW480 rereplic | HT1080 IDH1KD tx | KB-3-1 tox | MCF10A rerep | KB-V1 cytotox | HEK293 tox | D3 ag | HT1080NT lethal | IL1B secr inh
(3) Cc1ccc(O)c(C(=O)c2cnn(C(=O)COc3ccc(Cl)cc3)c2)c1
  -4% | 15% | 2% | 0% | 1% | 3% | -2 | 7% | 9
(2) Cc1cc(C(=O)Nc2c(F)cc(F)cc2Br)c(C)o1
  -2% | -4% | 1% | -2% | ? | 7% | 9 | 1% | -14

# Later entries:
# Results follow in this order: SW480 rereplic | HT1080 IDH1KD tx | KB-3-1 tox | MCF10A rerep | KB-V1 cytotox | HEK293 tox | D3 ag | HT1080NT lethal | IL1B secr inh
(16) CCN(CC)c1ccc(S(=O)(=O)N2CCOCC2)cc1NC(=O)CN1CCN(Cc2ccccc2)CC1
  -2% | -1% | -19% | ? | 6% | 1% | -9 | -7% | 0
(17) O=C(CN1CCN(C/C=C/c2ccccc2)CC1)Nc1cc([N+](=O)[O-])ccc1Cl
  10% | -2% | ? | 14% | 23µM* | -29% | 13 | -9% | 6
(18) O=C(Cc1coc2cc3c(cc12)CCC3)NC1CCCCCCC1
  5% | -14% | -12% | 7% | ? | 0% | -12 | 3% | 0
(19) CCOc1ncccc1C(=O)Nc1cc(S(=O)(=O)N2CCOCC2)ccc1N1CCCC1
  -2% | -7% | ? | 9% | ? | -4%[0.307 µM] | -3 | -4% | -4
(20) O=C(C1CC(=O)N(c2ccc3c(c2)OCCO3)C1)N1CCN(S(=O)(=O)c2ccc(F)cc2)CC1 (stereo not drawn)
  -3% | -1% | 2% | -2% | 0% | -34% | 7 | 4% | 2
(21) COc1ccc(NS(=O)(=O)c2cc(NC(=O)CCSc3ccccc3)ccc2OC)cc1
  0% | -13% | 0% | ? | ? | -10% | 2 | -10% | -5
(22) CS(=O)(=O)c1ccc2nc(NC(=O)Cc3ccccc3)sc2c1
  -1% | 0% | 0% | -1% | -13% | -13% | -9 | 0% | -3
(23) Cc1ccc(NC2(C#N)CCCC2)cc1
  ? | -5% | 1% | -37%[inhibitor] | 52% | 17% | 0 | -7% | 16
(24) NS(=O)(=O)c1ccc(CCNC(=O)CN2CCN(c3cccc(Cl)c3)CC2)cc1
  3% | -13% | -11% | 8% | 21% | -10% | 4 | 5% | 25
(25) CCN(CC)c1ccc(/C=N/NC(=O)c2cccc(S(=O)(=O)N3CCOCC3)c2)cc1
  -5% | -24% | -8% | 0% | -22% | -5%[1.53 µM] | -16 | -2% | -3
(26) CCN(CC)c1nc(-c2nn[nH]n2)nc(N(CC)CC)n1
  -1% | -5% | -2% | 8% | -1% | 14% | -9 | -7% | -12
(27) COc1ccc2nc(NC(=O)CNS(=O)(=O)c3cccs3)sc2c1
  -2% | 7% | 9% | -1% | -1% | 9% | -6 | 2% | -22
(28) O=C(Nc1cccc(C(=O)O)c1)/C(=C\c1ccc2c(c1)OCO2)NC(=O)c1ccccc1Br
  . | 0% | 2% | . | 13% | 4% | -3 | 1% | -8
(29) CCN(CC(=O)Nc1ccc(C(C)=O)cc1)CC(=O)Nc1ccc2c(c1)OCCO2
  -3% | 8% | 6% | 0% | 0% | 3% | -18 | 8% | 19
(30) O=C(NC(Cc1ccccc1)C(=O)OCC(=O)N1CCc2ccccc21)c1ccco1 (stereo not drawn)
  -13% | 5% | -1% | -6% | 2% | -1% | -10 | -2% | 16

# By substructure, the entries above containing a thiophene ring, fused or not
# Results follow in this order: SW480 rereplic | HT1080 IDH1KD tx | KB-3-1 tox | MCF10A rerep | KB-V1 cytotox | HEK293 tox | D3 ag | HT1080NT lethal | IL1B secr inh
(6) CCCN1CCN(c2ncnc3sc(C(=O)Nc4ccc(C(C)C)cc4)c(C)c23)CC1
  . | . | -3% | . | 14% | -13% | -7 | . | .
(14) CCCCNC(=O)c1cc2c(=O)n3cccc(C)c3nc2s1
  ? | 17% | 5%&-8% | ? | -25%&-2% | 14%&10% | -4&-25 | 19% | 9
(27) COc1ccc2nc(NC(=O)CNS(=O)(=O)c3cccs3)sc2c1
  -2% | 7% | 9% | -1% | -1% | 9% | -6 | 2% | -22

# (list continues)
# Results follow in this order: SW480 rereplic | HT1080 IDH1KD tx | KB-3-1 tox | MCF10A rerep | KB-V1 cytotox | HEK293 tox | D3 ag | HT1080NT lethal | IL1B secr inh
(31) COc1ccc(CCNC(=O)c2c[nH]c3ccc(F)cc3c2=O)cc1OC
  12% | -8% | 10% | ? | 2% | -12% | 3 | -2% | 0
(32) Cc1cc(C)c(S(=O)(=O)c2ccccc2)c(OC(=O)c2c(F)cccc2Cl)n1
  -4% | 12% | 12% | 16µM* | 1% | -22% | 1 | 3% | -8
(33) O=C(COC(=O)c1ccc([N+](=O)[O-])cc1)NC1CCCC1
  0% | -1% | 1% | -6% | -10% | 20% | -8 | -6% | -11
(34) CCCn1c2ccccc2c2cnn(CC(=O)NCCCN3CCCCC3)c(=O)c21
  ? | -3% | -3%&-5% | 2% | -24%&2% | 6%&27% | -17&-16 | 0% | -6
(35) CCOc1ccc(C2c3c(oc4cc(C)c(C)cc4c3=O)C(=O)N2c2ccccn2)cc1 (stereo not drawn)
  . | . | 16% | . | 24% | 2% | 7 | . | .
(36) CN(C)S(=O)(=O)c1ccc2c(c1)nnn2CCNC(=O)Nc1ccc(Br)cc1
  . | . | -23% | . | 5% | 6% | 8 | . | .
(37) CCOC(=O)C1CCCN(C(=O)COC(=O)c2cc(=O)c3ccccc3o2)C1 (stereo not drawn)
  8% | ? | -2% | ? | -4% | 7% | 6 | 3% | 7
(38) N#Cc1ccc(OCC(=O)NNC(=S)NC2CCCCC2)cc1
  -15% | -5% | -3% | 2% | 2% | 0% | -12 | 0% | 25
(39) CC(C)(C)c1ccc(NC(=O)C2=CC=CN3CCS(=O)(=O)N=C23)cc1
  41% | -5% | 9% | 3% | ? | 4% | 1 | 0% | 10
(40) NC(=O)c1ccc(NC(=O)COc2ccc(-n3cnnn3)cc2)cc1
  2% | 5% | 7% | 0% | 1% | 1% | -5 | 24% | -8

# Ordered by SMILES length (smallest number first): part of the list above.
# Results follow in this order: SW480 rereplic | HT1080 IDH1KD tx | KB-3-1 tox | MCF10A rerep | KB-V1 cytotox | HEK293 tox | D3 ag | HT1080NT lethal | IL1B secr inh
(40) NC(=O)c1ccc(NC(=O)COc2ccc(-n3cnnn3)cc2)cc1
  2% | 5% | 7% | 0% | 1% | 1% | -5 | 24% | -8
(34) CCCn1c2ccccc2c2cnn(CC(=O)NCCCN3CCCCC3)c(=O)c21
  ? | -3% | -3%&-5% | 2% | -24%&2% | 6%&27% | -17&-16 | 0% | -6
(36) CN(C)S(=O)(=O)c1ccc2c(c1)nnn2CCNC(=O)Nc1ccc(Br)cc1
  . | . | -23% | . | 5% | 6% | 8 | . | .
(32) Cc1cc(C)c(S(=O)(=O)c2ccccc2)c(OC(=O)c2c(F)cccc2Cl)n1
  -4% | 12% | 12% | 16µM* | 1% | -22% | 1 | 3% | -8
